KCNQ1 block: blocks the human KCNQ1 potassium channel. P51787. CHO-K1 KCNQ1, FluxOR thallium flux fluorescence; hits give high values. B-score at 10 µM. 310,000 tested, 1.3% active. AID 2642;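 active = compounds whose thallium flux B-score, printed positive for inhibition, exceeds three library SD while starting fluorescence stays within three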;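 also: channel opened by potassium depolarization with thallium stimulus after 20 min compound exposure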
Target sequence (P51787 whole entry, looked up): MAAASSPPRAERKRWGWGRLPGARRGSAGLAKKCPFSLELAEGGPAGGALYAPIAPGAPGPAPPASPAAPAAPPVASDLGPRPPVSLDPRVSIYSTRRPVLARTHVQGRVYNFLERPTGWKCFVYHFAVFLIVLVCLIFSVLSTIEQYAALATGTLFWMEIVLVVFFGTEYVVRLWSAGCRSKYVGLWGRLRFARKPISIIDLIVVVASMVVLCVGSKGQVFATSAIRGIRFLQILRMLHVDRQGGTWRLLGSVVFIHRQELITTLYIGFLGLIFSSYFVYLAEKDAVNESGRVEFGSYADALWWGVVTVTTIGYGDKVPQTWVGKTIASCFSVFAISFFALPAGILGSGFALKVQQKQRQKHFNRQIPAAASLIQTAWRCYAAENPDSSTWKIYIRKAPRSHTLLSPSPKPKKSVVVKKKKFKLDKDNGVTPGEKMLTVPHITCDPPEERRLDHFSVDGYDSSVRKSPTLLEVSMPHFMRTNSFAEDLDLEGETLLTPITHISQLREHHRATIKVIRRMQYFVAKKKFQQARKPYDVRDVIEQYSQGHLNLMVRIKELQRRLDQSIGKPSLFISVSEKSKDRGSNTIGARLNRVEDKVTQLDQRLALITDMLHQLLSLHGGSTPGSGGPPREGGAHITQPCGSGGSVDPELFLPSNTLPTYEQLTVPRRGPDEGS
RGS4 inh: human RGS4 inhibition | P49798 | HEK293 M3R/RGS4 inducible, Fluo-4 calcium flux; hits give high values; triggered by carbachol at its EC20 | B-score at 10 µM | 310,000 tested, 0.45% active | AID 463165;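 active = B-score, a plate-corrected calcium signal, over three deviations above library mean, with baseline fluorescence within five deviations of library mean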;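 also: RGS4 expression induced by doxycycline in cells with stable M3 receptor; B-score is computed from the integrated fluorescence ratio over baseline after carbachol; higher B-score means a larger calcium signal and so more RGS4 inhibition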
DYRK1A inh: Dyrk1A (rat) kinase inhibition. Q63470. ADP-Glo luminescence, NFATc1 peptide. inhibition, % at 12.5 µM. 310,000 tested, 0.43% active. AID 504441; in the data active = inhibition above about 50%;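 also: plate controls were vehicle with enzyme for no effect and no enzyme for full effect; many of its hits are not listed in these tables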
GSK3A inh: inhibitors of human GSK-3 alpha kinase. P49840. ADP-Glo luminescence, 60 min. inhibition, % at 10 µM. 320,000 tested, 0.1% active;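 in the data active = inhibition above about 50%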;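 also: GST-tagged GSK-3 alpha with peptide substrate and 25 µM ATP; 0% = DMSO neutral wells and 100% = GW8510 positive control wells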
hERG rescue: shields human hERG channel from block by proarrhythmic agents | 310,000 tested, 0.51% active | Q12809 | activation (rescue from dofetilide block), less the hit threshold, % at 10 µM | CHO-hERG, FluxOR thallium flux, dofetilide IC70 present;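 active = activation above the mean of controls blocked by dofetilide plus 5 SD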;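 also: thallium influx through hERG after potassium depolarization seen as dye fluorescence rise; in these data hits start at about 4.7%; inactives centre near -7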
KCNQ1 pot: human KCNQ1 channel potentiation or activation; 310,000 tested, 0.35% active; B-score at 10 µM; CHO-K1 KCNQ1, thallium flux FluxOR fluorescence; hits give high values;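 active = fluorescence ratio B-score, a plate-corrected score, at least three library SD, with initial intensity B-score within 5 SD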
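assay system = KCNQ1-transfected CHO-K1 cells | medium = assay buffer with matched DMSO | probe or stimulus = depolarizing K+/Tl+ stimulus, K2SO4 and Tl2SO4 each 12.5 mM in 5x stock | dosing = single dose | incubation = dye 90 min, compound 20 min, room temperature | detection = kinetic FluxOR fluorescence, 10 s baseline plus 110 s post-stimulus | evaluation = ratio B score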
KCNK3 inh: human KCNK3 channel inhibition, primary screen | O14649 | CHO-KCNK3 thallium flux, FluxOR fluorescence; hits give low values | B-score at 10 µM | 340,000 tested, 0.84% active | AID 602410;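 active = B-score under library mean minus 4 SD, starting fluorescence ratio at most library mean plus 5 SD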;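 also: more negative B-score means stronger inhibition of thallium flux through KCNK3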
RGS4 act: potentiators or activators of RGS4. AID 463111. B-score at 10 µM. HEK293 M3R/inducible RGS4, carbachol calcium flux Fluo4; hits give low values. 310,000 tested, 0.92% active;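 active = B-score of the integrated calcium signal more than 4 SD below the library mean, with starting fluorescence not abnormally high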;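 also: negative B-score means reduced calcium response which marks RGS4 activation or potentiation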
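Assay system: Inducible-RGS4 HEK293 cells carrying M3 receptor | Schedule: Compound preincubation 20 min at room temperature before agonist | Signal: Kinetic calcium fluorescence imaging with Fluo4-AM dye, 2 µM | Read-out basis: B score from integrated fluorescence ratio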
GSK3beta inhib: inhibitors of human GSK3beta kinase; P49841; GST-GSK3beta kinase, ADP-Glo luminescence, 60 min; hits give low values; activity score (negative = inhibition), % at 10 µM; 300,000 tested, 0.038% active; AID 2097;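 active = more than half of replicate wells score below -50%, meaning over 50% inhibition versus plate controls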;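 also: 0% = median DMSO wells and -100% = median GW8510 positive control wells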
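Test system: GST-fused GSK3beta enzyme, cell-free | Quantity: 1.6 ng GST-GSK3beta enzyme per well | Reagent: 25 µM ATP with peptide substrate | Schedule: 60 min enzyme reaction, room temperature | Signal: Luminescent ADP-Glo measurement of ADP formed | Read-out basis: Score relative to plate controls | Control set: DMSO and 20 µM GW8510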
PolyA inhibitor: inhibitors of polyadenylation in S. cerevisiae; 300,000 tested, 0.02% active; calls only at 12 µM; AID 1875; S. cerevisiae SKY197-pL101 polyadenylation reporter, beta-gal luminescence; efflux-impaired pdr1/pdr3 knockout yeast; score 100 = 6 SD above DMSO;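 active = lowest replicate activity score at least 50, where 100 means six control SD above control mean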;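 also: yeast exposed to compound for 9 h at 30 °C; higher score means more reporter readthrough which indicates perturbed polyadenylation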
KCNK9 inh: inhibitors of human KCNK9 two-pore domain potassium channel | Q9NPC2 | HEK293 KCNK9, FluxOR thallium flux fluorescence; hits give low values | B-score at 10 µM | 310,000 tested, 1.2% active | AID 488922;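 active = ratio B-score over 3 SD below the library mean, with starting fluorescence within 5 SD of its mean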;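 also: negative B-score means less thallium flux so channel inhibition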
Target sequence (Q9NPC2 whole entry, looked up, the tested form may be a part): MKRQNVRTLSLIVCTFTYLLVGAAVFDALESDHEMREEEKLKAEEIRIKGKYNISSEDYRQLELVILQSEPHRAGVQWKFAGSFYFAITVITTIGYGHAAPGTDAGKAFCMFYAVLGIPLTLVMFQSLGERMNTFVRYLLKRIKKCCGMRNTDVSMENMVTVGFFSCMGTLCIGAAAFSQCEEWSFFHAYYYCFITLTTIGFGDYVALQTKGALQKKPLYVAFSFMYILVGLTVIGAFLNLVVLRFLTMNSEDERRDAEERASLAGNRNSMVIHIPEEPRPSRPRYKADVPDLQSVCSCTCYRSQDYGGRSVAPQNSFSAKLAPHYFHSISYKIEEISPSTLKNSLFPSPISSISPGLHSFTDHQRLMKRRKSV
Active calls of the source: *. Some of the compounds tested (hit frequency here may not be typical).

For O=C(Nc1nnc(-c2ccccc2)s1)c1ccccc1F the results were KCNQ1 block inactive, RGS4 inh inactive, DYRK1A inh 4.1, GSK3A inh 0.7, hERG rescue -4.5, KCNQ1 pot inactive, KCNK3 inh inactive, RGS4 act inactive, GSK3beta inhib 0.5, PolyA inhibitor inactive and KCNK9 inh inactive.
For Oc1ccc(/C=N\Nc2nncc(-c3ccccc3)n2)cc1 the results were KCNQ1 block inactive, RGS4 inh inactive, DYRK1A inh 15.1, GSK3A inh -1.8, hERG rescue -11.0, KCNQ1 pot inactive, KCNK3 inh inactive, RGS4 act inactive, GSK3beta inhib 0.3, PolyA inhibitor inactive and KCNK9 inh inactive.
Cc1ccc(NC(=O)CSc2nnc(C3CCCCC3)n2N)cc1F was read as KCNQ1 block inactive, RGS4 inh inactive, DYRK1A inh -7.3, GSK3A inh -3.7, hERG rescue -19.5, KCNQ1 pot inactive, KCNK3 inh inactive, RGS4 act inactive, GSK3beta inhib 0.7, PolyA inhibitor inactive and KCNK9 inh inactive.
For N#Cc1c(Cl)nc(-c2ccncc2)nc1-c1ccccc1 the results were KCNQ1 block inactive, RGS4 inh inactive, DYRK1A inh -8.1, GSK3A inh 74.8*, hERG rescue -4.5, KCNQ1 pot inactive, KCNK3 inh inactive, RGS4 act inactive, GSK3beta inhib -61.6*, PolyA inhibitor inactive and KCNK9 inh inactive.
CCCN(CCC)CCCNc1ccc2nnc(-c3ccc(F)cc3)n2n1 was read as KCNQ1 block inactive, RGS4 inh inactive, DYRK1A inh 13.4, GSK3A inh 56.3*, hERG rescue -5.7, KCNQ1 pot inactive, KCNK3 inh inactive, RGS4 act inactive, GSK3beta inhib -43.8, PolyA inhibitor inactive and KCNK9 inh inactive.
For CCC(C)NS(=O)(=O)c1ccc(NC(C)=O)cc1 (configuration not stated) the results were KCNQ1 block inactive, RGS4 inh inactive, DYRK1A inh -13.1, GSK3A inh -2.2, hERG rescue 1.4, KCNQ1 pot inactive, KCNK3 inh inactive, RGS4 act inactive, GSK3beta inhib 0.9 and KCNK9 inh inactive.
Screening O=C1C2C(C(=O)N1/N=C/c1ccc(N3CCCCC3)o1)C1C=CC2C12CC2 (configuration not stated) returned KCNQ1 block inactive, RGS4 inh inactive, DYRK1A inh 2.5, GSK3A inh -3.9, hERG rescue -9.4, KCNQ1 pot inactive, KCNK3 inh inactive, RGS4 act inactive, GSK3beta inhib 2.4, PolyA inhibitor inactive and KCNK9 inh inactive.
For CCCCC(=O)C1CCN(Cc2ccccc2)CC1 the results were KCNQ1 block inactive, RGS4 inh inactive, DYRK1A inh 1.6, GSK3A inh -0.4, hERG rescue -4.8, KCNQ1 pot inactive, KCNK3 inh inactive, RGS4 act inactive, GSK3beta inhib 1.7, PolyA inhibitor inactive and KCNK9 inh inactive.
`O=C(O)c1ccccc1-c1cc2ccccc2[nH]1` gave KCNQ1 block inactive, RGS4 inh inactive, DYRK1A inh 4.2, GSK3A inh -1.6, hERG rescue -7.5, KCNQ1 pot inactive, KCNK3 inh inactive, RGS4 act inactive, GSK3beta inhib 1.1, PolyA inhibitor inactive and KCNK9 inh inactive.
`O=C(Nc1ccc2c(c1)CCC2)c1cccc(S(=O)(=O)N2CCN(c3ccccc3)CC2)c1` gave KCNQ1 block inactive, RGS4 inh inactive, DYRK1A inh 3.3, GSK3A inh -2.4, hERG rescue -11.7, KCNQ1 pot inactive, KCNK3 inh inactive, RGS4 act inactive, GSK3beta inhib 1.3, PolyA inhibitor inactive and KCNK9 inh inactive.
CCOc1cc(N2CCOCC2)c(OCC)cc1NC(=O)COc1ccc2ccc(=O)oc2c1 was read as KCNQ1 block inactive, RGS4 inh inactive, GSK3A inh -0.8, hERG rescue -7.3, KCNQ1 pot inactive, RGS4 act inactive, GSK3beta inhib 3.2, PolyA inhibitor inactive and KCNK9 inh inactive.
For Cc1ccc(N(CC(O)CON=C2c3ccccc3-c3ccccc32)S(C)(=O)=O)cc1 (configuration not stated) the results were KCNQ1 block inactive, RGS4 inh inactive, DYRK1A inh -36.4, GSK3A inh 3.2, hERG rescue 2.1, KCNQ1 pot inactive, KCNK3 inh inactive, RGS4 act inactive, GSK3beta inhib 0.9, PolyA inhibitor inactive and KCNK9 inh inactive.
CCCCNC(=S)N/N=C/c1ccc(OCC(=O)Nc2c(C)cc(C)cc2C)c(OC)c1 was read as KCNQ1 block inactive, RGS4 inh inactive, DYRK1A inh -0.8, GSK3A inh 1.5, hERG rescue -5.2, KCNQ1 pot inactive, KCNK3 inh inactive, RGS4 act inactive, GSK3beta inhib 3.7, PolyA inhibitor inactive and KCNK9 inh inactive.
Cc1cccc(NC(=O)COc2nsnc2N2CCOCC2)c1 was read as KCNQ1 block inactive, RGS4 inh inactive, DYRK1A inh 14.8, GSK3A inh -18.7, hERG rescue -3.5, KCNQ1 pot inactive, KCNK3 inh inactive, RGS4 act inactive, GSK3beta inhib -1.6, PolyA inhibitor inactive and KCNK9 inh inactive.
`c1csc(CNCc2ccncc2)c1` gave KCNQ1 block inactive, RGS4 inh inactive, DYRK1A inh -11.2, GSK3A inh 2.0, hERG rescue -3.6, KCNQ1 pot inactive, KCNK3 inh inactive, RGS4 act inactive, GSK3beta inhib -0.2, PolyA inhibitor inactive and KCNK9 inh inactive.
Screening CCOC(=O)C1=C(C)N(CCCCCC(=O)O)C(=O)NC1c1ccccc1Cl (configuration not stated) returned KCNQ1 block inactive, RGS4 inh inactive, DYRK1A inh -2.3, GSK3A inh -0.8, hERG rescue -8.3, KCNQ1 pot inactive, KCNK3 inh inactive, RGS4 act inactive, GSK3beta inhib 0.8, PolyA inhibitor inactive and KCNK9 inh inactive.
COc1cccc(CSc2nccn2C)c1 was read as KCNQ1 block inactive, RGS4 inh inactive, DYRK1A inh -0.2, GSK3A inh -2.8, hERG rescue -3.3, KCNQ1 pot inactive, KCNK3 inh inactive, RGS4 act inactive, GSK3beta inhib 3.5, PolyA inhibitor inactive and KCNK9 inh inactive.
O=C(Nc1nccs1)c1ccc2c(c1)OCO2 was read as KCNQ1 block inactive, RGS4 inh inactive, DYRK1A inh 1.2, GSK3A inh -0.9, hERG rescue -4.3, KCNQ1 pot inactive, KCNK3 inh inactive, RGS4 act inactive, GSK3beta inhib 0.5, PolyA inhibitor inactive and KCNK9 inh inactive.
Screening CCOC(=O)C1(Cc2ccc(O)cc2)NC(c2ccco2)C2C(=O)N(c3ccccc3F)C(=O)C21 (configuration not stated) returned KCNQ1 block inactive, RGS4 inh inactive, DYRK1A inh -6.9, GSK3A inh -3.3, hERG rescue -5.6, KCNQ1 pot inactive, KCNK3 inh inactive, RGS4 act inactive, GSK3beta inhib 0.9, PolyA inhibitor inactive and KCNK9 inh inactive.
Screening Cn1c(N)c(C(=O)NCc2ccccc2Cl)sc1=S returned KCNQ1 block inactive, RGS4 inh inactive, DYRK1A inh 7.3, GSK3A inh -2.1, hERG rescue -2.8, KCNQ1 pot inactive, KCNK3 inh inactive, RGS4 act inactive, GSK3beta inhib 4.8 and KCNK9 inh inactive.
`S=C(NCc1ccccc1)NCc1cccc(Cl)c1` gave KCNQ1 block inactive, RGS4 inh inactive, DYRK1A inh -4.7, hERG rescue -14.6, KCNQ1 pot inactive, KCNK3 inh inactive, RGS4 act inactive, GSK3beta inhib -10.5 and KCNK9 inh inactive.
`COCCNC(=O)/C(C#N)=c1\s/c(=C\c2ccccc2OC(F)F)c(=O)n1Cc1ccccc1` gave KCNQ1 block inactive, RGS4 inh inactive, GSK3A inh -0.9, hERG rescue -21.0, KCNQ1 pot inactive, RGS4 act inactive, GSK3beta inhib 1.4, PolyA inhibitor inactive and KCNK9 inh inactive.
COc1ccccc1NC(=O)NCC1CC1(Cl)Cl (configuration not stated) was read as KCNQ1 block inactive, RGS4 inh inactive, DYRK1A inh -0.5, GSK3A inh 0.6, hERG rescue -6.5, KCNQ1 pot inactive, KCNK3 inh inactive, RGS4 act inactive, GSK3beta inhib 2.8, PolyA inhibitor inactive and KCNK9 inh inactive.
For Cc1ccc(C(=O)CSC2=C(C#N)C(c3ccco3)C3=C(CC(C)(C)CC3=O)N2)cc1 (configuration not stated) the results were KCNQ1 block inactive, RGS4 inh inactive, DYRK1A inh 1.5, GSK3A inh -24.6, hERG rescue -8.3, KCNQ1 pot inactive, KCNK3 inh -10.1*, RGS4 act inactive, GSK3beta inhib 2.5, PolyA inhibitor inactive and KCNK9 inh -8.35*.
For O=C(NC1CCCCC1)C(c1ccncc1)N(C(=O)c1csnn1)c1cccc(F)c1 (configuration not stated) the results were KCNQ1 block inactive, RGS4 inh inactive, DYRK1A inh -8.3, GSK3A inh 2.9, hERG rescue -3.5, KCNQ1 pot inactive, KCNK3 inh inactive, RGS4 act inactive, GSK3beta inhib -1.9, PolyA inhibitor inactive and KCNK9 inh inactive.
Screening CN(C)CCNc1c2c(nc3ccccc13)CCC2 returned KCNQ1 block inactive, RGS4 inh inactive, DYRK1A inh 10.0, GSK3A inh -0.1, hERG rescue -8.1, KCNQ1 pot inactive, KCNK3 inh inactive, RGS4 act inactive, GSK3beta inhib 1.5, PolyA inhibitor inactive and KCNK9 inh inactive.
`O=C(COCC(=O)N/N=C/c1ccc(F)cc1)N/N=C/c1ccc(F)cc1` gave KCNQ1 block inactive, RGS4 inh inactive, DYRK1A inh 0.1, GSK3A inh -1.1, hERG rescue -9.3, KCNQ1 pot inactive, KCNK3 inh inactive, RGS4 act inactive, GSK3beta inhib 23.3, PolyA inhibitor inactive and KCNK9 inh inactive.
Screening Cc1ccccc1NC(=O)CN(C)S(=O)(=O)c1ccc(-c2ccc(=O)[nH]n2)s1 returned KCNQ1 block inactive, RGS4 inh inactive, GSK3A inh 1.2, hERG rescue -8.8, KCNQ1 pot inactive, KCNK3 inh inactive, RGS4 act inactive, GSK3beta inhib 1.0, PolyA inhibitor inactive and KCNK9 inh inactive.
`Cc1onc(-c2c(F)cccc2Cl)c1C(=O)N1CCSCC1` gave KCNQ1 block inactive, RGS4 inh inactive, GSK3A inh 0.1, hERG rescue -8.3, KCNQ1 pot inactive, KCNK3 inh inactive, RGS4 act inactive, GSK3beta inhib 4.0, PolyA inhibitor inactive and KCNK9 inh inactive.
